D1 potentiator = enhances dopamine response at the human D1 receptor | P21728 | HEK293 TREx D1 cells, calcium flux, dopamine EC20 potentiation | potentiation, % at 10 µM | actives 0.036% (n = 360,000); in the data active = potentiation above about 30%; also: 0% is about no effect
Target sequence (P21728 whole entry, looked up): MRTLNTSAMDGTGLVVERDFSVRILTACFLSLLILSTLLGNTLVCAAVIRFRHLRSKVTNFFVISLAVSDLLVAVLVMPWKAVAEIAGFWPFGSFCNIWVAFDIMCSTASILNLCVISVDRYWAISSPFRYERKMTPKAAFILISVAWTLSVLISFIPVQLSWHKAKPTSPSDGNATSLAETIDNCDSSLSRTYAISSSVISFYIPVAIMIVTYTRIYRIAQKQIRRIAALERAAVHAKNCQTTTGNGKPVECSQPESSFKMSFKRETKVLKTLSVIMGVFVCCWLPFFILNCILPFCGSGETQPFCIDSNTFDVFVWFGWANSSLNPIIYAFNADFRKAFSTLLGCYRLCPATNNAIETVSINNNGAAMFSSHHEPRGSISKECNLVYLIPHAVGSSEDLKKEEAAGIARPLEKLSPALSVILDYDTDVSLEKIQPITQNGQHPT
TRHR enhancer = TRH receptor (human) allosteric enhancement | P34981 | TRHR cells, fluo-8 calcium fluorescence, EC20 TRH enhancement | enhancement, % at 2 µM | actives 0.66% (n = 360,000) | AID 493056; in the data active = enhancement above about 30%; also: 0% is about no effect
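TRHR-expressing cells loaded with fluo-8 calcium dye were read kinetically (ex 480/em 530) during compound addition, then stimulated with an EC20 of TRH (10 nM final). Enhancement of the Gq-mediated intracellular calcium response was scored.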
D2 ag = agonists of human D2 dopamine receptor; HEK293 T-REx D2 cells, calcium flux agonist mode; actives 0.53% (n = 340,000); AID 485358; P14416; activation, % at 2 µM;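 active = activation over 3 SD above normal in the single-dose calcium agonist read, cut at about 30% in these data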; also: 0% is about no effect
Target sequence (P14416 whole entry, looked up): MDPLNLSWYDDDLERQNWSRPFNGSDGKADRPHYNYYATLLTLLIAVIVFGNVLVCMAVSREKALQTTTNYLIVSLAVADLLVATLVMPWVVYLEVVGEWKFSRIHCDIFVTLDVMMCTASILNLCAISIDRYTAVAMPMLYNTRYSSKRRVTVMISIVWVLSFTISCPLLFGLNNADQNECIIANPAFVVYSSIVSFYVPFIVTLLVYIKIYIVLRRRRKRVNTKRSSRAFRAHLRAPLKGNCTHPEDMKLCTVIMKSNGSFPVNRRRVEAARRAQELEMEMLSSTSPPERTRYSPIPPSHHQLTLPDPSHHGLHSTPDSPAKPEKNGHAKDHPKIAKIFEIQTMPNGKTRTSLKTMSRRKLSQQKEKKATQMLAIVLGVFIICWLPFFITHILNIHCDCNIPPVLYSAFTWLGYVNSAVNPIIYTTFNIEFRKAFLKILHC
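Agonism is scored from calcium flux in a force-coupled, inducible HEK293 cell line expressing D2, read kinetically for 180 s after compound addition against dopamine controls.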
D2 antagonist = antagonizes the human D2 dopamine receptor; actives 2% (n = 340,000); AID 485344; inhibition, % at 10 µM; P14416; HEK293 TREx D2 cells, calcium flux, dopamine EC80; in the data active = inhibition above about 30%; also: 0% is about no effect
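Dopamine at EC80 is the agonist stimulus; test compounds precede it by 180 s. Calcium flux read kinetically in a force-coupled, inducible HEK293 T-REx D2 cell line.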
D2 PAM = D2 dopamine receptor (human) potentiation; P14416; HEK293 T-REx D2, calcium flux, EC20 dopamine potentiation; potentiation, % at 10 µM; actives 0.34% (n = 340,000); AID 485347;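 active = potentiation over 3 SD above the plate norm, cut at about 30% in these data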; also: 0% is about no effect
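Primary screen. Calcium kinetics in induced HEK293 T-REx D2 cells: compound pre-addition 180 s, EC20 dopamine, 180 s more.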
D1 agonist = agonists of human D1 dopamine receptor; P21728; HEK293 T-REx D1 cells, calcium flux, agonist mode; activation, % at 2 µM; actives 1% (n = 360,000); also: 0% is about no effect
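Tetracycline-induced HEK293 TREx D1 cells, force-coupled to calcium signalling, were dye-loaded with a no-wash calcium kit. Compound was pin-added after a 10 s baseline. Fluorescence was read kinetically at 1 cycle/s for 180 s, with calcium rises flagged as agonism.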
TRHR ag = activates the human TRH receptor; activation, % at 2 µM; TRHR cells, calcium flux fluo-8, FDSS agonist mode; actives 0.18% (n = 360,000); P34981; also: 0% is about no effect
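TRHR-expressing cells loaded with fluo-8 calcium dye; 23 nL library compound pin-transferred, kinetic FDSS fluorescence (Ex 480/Em 530) recorded about 180 s for agonist-induced calcium release, before a 10 nM TRH EC20 addition for potentiator mode.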
RXFP1 antag = antagonists of human relaxin receptor RXFP1 | Q9HBX9 | HEK293-RXFP1, relaxin-stimulated cAMP HTRF, 30 min; hits give low values | activity change, negative = inhibition, % at 57.5 µM | actives 0.59% (n = 350,000) | AID 1259400;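 active = activity change of -60% or lower, but not beyond a set lower limit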; also: % is scaled to controls: 0 for no effect and ±100 for the full control effect
D1 antag = human D1 dopamine receptor antagonism; HEK293 TREx D1 cells, calcium flux, dopamine EC80; hits give low values; actives 3.2% (n = 360,000); activity change, negative = inhibition, % at 10 µM; P21728; in the data active = activity change below about -30%; also: % is scaled to controls: 0 for no effect and ±100 for the full control effect
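Antagonism measured as reduced calcium response to an EC80 dopamine addition following 180 s compound pre-read; cells were inducible HEK293 Trex D1 plated overnight at 30 C, read kinetically at 1 cycle/sec.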
* marks the source's active call; other numbers are inactive results; . = no result given; & = joins results of further samples; ! = a repeat was not active. Rule as the data show it, unless noted: active = activation above about 30%; inactive = the rest.

Below each SMILES – D2 ag, TRHR ag, D2 antagonist, D2 PAM, TRHR enhancer, D1 potentiator, D1 antag, RXFP1 antag, D1 agonist
- CC(C)CN=CC1=C(O)c2ccccc2C1=O
→ 0.3, -0.7, -8.3, 0.9, -1.7, 0.8, -3.8, 2.7, 0.5
- Cc1cccc(NC(=O)CSc2ccc(-c3ccccn3)nn2)c1
→ -0.1, -0.1, ., ., 1.6, -8.3, -27.0, -8.0, 8.9
- COc1ccc(Br)c(OC)c1C(=O)NC(=O)Nc1nc(C)cc(C)n1
→ 1.5, -0.1, 8.0, 1.1, 2.4, -3.4, 2.2, -8.0, 0.7
- Cc1ccc(C)c2c1cc(C)c1nnc(SCC(=O)N3CCCc4ccccc43)n12
→ 1.2, -0.6, -10.2, 11.8, -4.1, -7.2, -3.3, -1.3, 2.2
- CCc1ccccc1NC(=O)Cn1nnc(C(=O)NCc2cccc(OC)c2)c1N
→ 0.0, -0.5&-0.2, ., 69.6*!, 7.6&-12.9, 1.0&-0.1, 10.9&0.2, -3.5&6.6, 0.2&-0.6
- COc1cc2c(cc1OC)C1=C(C#N)CN(C3CCCCC3)CN1CC2
→ -1.6, -0.5, 40.2*, 2.3, 6.3, 0.2, -18.6, 1.2, 6.9
- c1nc(NCCN2CCOCC2)c2sc3nc(N4CCOCC4)c4c(c3c2n1)CCC4
→ -0.3, -0.4, 4.0, -2.2, 23.8, -5.6, -1.5, -2.3, 1.0
- COc1cccc(C2CC(c3ccccc3Cl)n3nc(N)nc3N2)c1 (stereo not drawn)
→ 70.6*, 0.4, -10.9, -17.3, 2.9, 0.6, -3.1, -27.0, 3.0
- COc1ccc(OC)c(CN2CCN(C(=O)CCC(=O)c3cccs3)CC2)c1
→ 0.2, -0.3, -2.7, -8.8, 6.5, 1.4, 19.0, -1.1, 1.1
- COc1cc(C(=O)N2CCCCC2)ccc1OCC(=O)Nc1ccc(F)cc1
→ -0.1, 0.9, 20.7, 3.5, 4.8, -1.7, 11.8, -11.2, 1.0
- Cc1ccc(-n2nc3c(N4CCC(C(=O)NCc5ccc(C)o5)CC4)nnc(C)c3c2C)cc1
→ 0.3, -2.3, 7.4, 31.3*, 25.6, -1.6, 16.1, 3.0, 2.5
- O=C1Nc2ccccc2C12Nc1ccccc1-c1nc3ccccc3n12 (stereo not drawn)
→ -0.1, -0.4, -0.5, 0.4, 4.8, -7.2, -25.5, -7.8, 37.1*
- CCc1ccc(NC(=O)CC2S/C(=N/N=C3CCCCCC3)NC2=O)cc1 (stereo not drawn)
→ 0.1, -0.1, -17.4, 6.3, -0.1, -8.2, -10.6, 3.5, 1.5
- CCOc1ccc2c(c1)c(N=O)c(O)n2C
→ -0.2, -1.3, -12.2, 6.6, -1.1, -3.7, 3.1, -8.6, 0.3
- O=C(OCCN1C(=O)c2ccccc2C1=O)C1CCN(S(=O)(=O)c2cccs2)CC1
→ ., -0.4, ., ., 0.2, -4.8, -12.0, 0.3, 3.2

Following part
Below each SMILES – D2 ag, TRHR ag, D2 antagonist, D2 PAM, TRHR enhancer, D1 potentiator, D1 antag, RXFP1 antag, D1 agonist
- CCOC(=O)c1ccc(CN(Cc2ccc(C)cc2)S(=O)(=O)c2ccc(F)c(C(=O)Nc3ccc(C)c(F)c3)c2)cc1
→ 0.3, 1.8, ., 0.4, 1.8, -2.2, -46.4*, -15.1, 7.6
- O=C(Cc1cccs1)Nc1ccc(-c2nnn(CC(=O)N3CCOCC3)n2)cc1
→ 0.4, 1.5, -4.5, -16.5, -4.7, -3.1, -4.3, 9.8, 4.6
- CSc1ccc(/C=N/NC(=O)CNc2cccc3ccccc23)cc1
→ -0.3, 0.3, -7.1, -6.1, 8.1, -3.4, 2.8, -14.1, 1.2
- Cc1ccc(-n2c3nc(=O)[nH]c(=O)c-3cc3c(C)nn(-c4ccccc4)c32)cc1Cl
→ -0.1, 1.1, ., -14.1, -9.1, -1.7, -8.8, ., 4.4
- OC1(c2ccc(Br)cc2)CN(c2ccccc2)C2=[N+]1CCS2 (stereo not drawn)
→ -0.1, 0.2, 2.4, -0.4, -8.5, -3.5, 6.4, -10.7, 5.7
- CC12CN(Cc3ccccc3)CC(C)(CN(Cc3ccccc3)C1)C2=O
→ 0.5, 0.3, -8.7, 5.2, -9.8, 3.5, 8.4, -3.4, -1.2
- COc1cccc(Nc2nnc(SCN3C(=O)c4ccccc4C3=O)s2)c1
→ ., -0.1, ., -1.8, -1.9, 0.8, 6.2, -23.0, 1.0
- COc1cccc(CN2C(=O)CCC2(C)C(=O)NCCc2ccc(OC)c(OC)c2)c1 (stereo not drawn)
→ -0.6, -0.7, 7.8, 4.8, -1.1, -0.9, -4.8, 21.7, 3.8
- O=C(COc1ccc(S(=O)(=O)N2CCCC2)cc1Cl)N1CCN(c2ccccc2)CC1
→ -0.6, -0.7, -4.2, 27.6, 4.0, -3.4, -6.0, 2.9, 15.5
- CN(C)/C=C/C(=O)c1ccc(Cl)cc1
→ 0.1, -0.9, -6.2, 17.7, 5.5, -1.9, -86.1*, -16.7, 7.7
- Cc1cccc(OCCn2c(=S)[nH]c3ccccc32)c1
→ -0.2, -0.9, -14.1, 3.0, -5.9, 5.0, 12.5, -16.3, 3.7
- CCCC(=O)Nc1cccc(OCc2cc(=O)n3cccc(C)c3n2)c1
→ 0.1, -0.3, ., 12.8, 6.0, -2.5, -4.6, -0.4, 2.3
- COc1ccc(-c2nnn(Cc3ccccc3)n2)cc1OC
→ 0.2, -0.3, 5.1, 6.3, -2.8, -3.0, -6.7, 0.1, -1.0
- CCOc1ccc(NC(=O)C/C(N)=N/O)cc1
→ -0.2, 1.1, -16.0, 0.5, -8.6, -1.7, 0.4, 0.8, 4.0
- Cc1cc(C)c2c(CN3CCOCC3)cc(=O)oc2c1C
→ 0.8, -0.7, 2.1, 3.7, -0.1, -0.1, -0.1, -0.2, 0.4

Next section.
Below each SMILES – D2 ag, TRHR ag, D2 antagonist, D2 PAM, TRHR enhancer, D1 potentiator, D1 antag, RXFP1 antag, D1 agonist
- Cc1ccc(-n2ncc3c(=O)n(CC(N)=O)cnc32)cc1
→ 0.9, 0.3, -2.0, 6.5, 1.0, 4.5, 1.3, -0.2, -2.1
- Cc1ccc(NC(=O)Cc2coc3c(C)c(C)ccc23)cc1Cl
→ 0.6, 1.0, ., -27.4, 0.4, 0.6, -0.5, -22.6, 8.7
- O=C(NCc1ccccn1)c1cc(-c2ccccc2Cl)nc2ccccc12
→ -0.3, -0.5, -2.1, 2.8, 0.0, -0.4, -32.0*, ., 0.9
- N=C1C(c2ccccc2)=C(O)CN1c1cccc(S(=O)(=O)Nc2cccc(C(F)(F)F)c2)c1
→ 1.2, 0.1, 5.2, 8.4, 0.8, 1.1, -11.4, -3.4, 0.4
- CCCCn1nnnc1SCC(=O)NCc1ccccc1
→ 1.1, -0.2, 1.8, 16.7, 28.1, 4.1, 13.5, 2.3, 0.5
- CCSc1nc(-c2ccccc2)c(C#N)c(=O)[nH]1
→ -0.6, -0.8, 6.9, -3.8, -3.2, -4.8, 10.0, 15.0, 11.4
- O=C(COC(=O)/C=C/c1ccc(OC(F)F)cc1)NCc1cccs1
→ 1.1, 2.2, -7.2, -4.4, -7.8, -3.4, 2.6, -1.0, 36.5*
- COc1ccc(NC(=O)N2CCCCCC2)cc1OC
→ 0.4, 0.2, -0.6, -4.2, -7.9, 1.0, -4.6, -4.8, 7.1
- Clc1ccc(-c2nnc(-c3ccccc3)nc2-c2c[nH]c3ccccc23)cc1
→ 2.9, 0.4, 17.8, 1.8, -1.8, -6.2, 2.3, -2.0, 3.4
- COC(=O)c1c(-c2ccc(F)cc2)noc1N
→ 0.1, -0.2, -1.3, -28.5, 6.2, 3.2, -12.2, 20.3, -3.5
- CCc1cccc(-n2c(C)nc3c(cnn3-c3ccc(C)c(C)c3)c2=O)c1
→ -0.2, -0.2, ., 15.6, -8.9, -1.6, 0.8, ., 7.3
- Cn1c(C(=O)NCCN2CCc3ccccc3C2)cc2c(=O)[nH]c3ccccc3c21
→ 17.3, -0.6, 32.3*, -25.8, -6.2, 5.8, 2.1, -0.7, 1.0
- Cc1cc(=O)oc2cc(OCC(=O)Nc3nnc(C(C)C)s3)ccc12
→ 0.5, -0.1, -10.1, -4.3, 2.6, -2.3, 2.8, 2.2, 1.8
- Cc1cccn2c(Nc3ccc4c(c3)OCCO4)c(-c3ccc(Br)o3)nc12
→ 3.4, 4.6, ., -0.2, -0.6, -2.6, -14.8, -18.6, 8.5
- CCCn1ccc2c(OCC(=O)NCc3ccccc3Cl)cccc2c1=O
→ 0.4, -0.3, ., -0.8, 21.7, 0.8, ., ., 4.5

(list continues)
Below each SMILES – D2 ag, TRHR ag, D2 antagonist, D2 PAM, TRHR enhancer, D1 potentiator, D1 antag, RXFP1 antag, D1 agonist
- COc1ccc(S(=O)(=O)N2CCC3(CC2)OCCN3S(=O)(=O)c2ccc(OC)cc2)cc1
→ 0.1, 0.0, 14.2, -1.9, -4.6, -5.2, 3.1, 2.6, 5.5
- O=C(O)c1ccccc1NN=C1CCCCC1
→ 1.4, 0.1, -5.8, 0.1, 2.7, -9.1, 1.3, -6.2, 1.1
- CC(O)(CS(=O)(=O)Cc1ccccc1)c1ccccc1 (stereo not drawn)
→ -0.5, -1.1, -2.5, -5.4, 5.1, 0.1, -2.3, 4.5, 5.7
- C=CCN1C(=O)/C(=c2\sc3nc(=O)c(Cc4ccccc4Cl)nn3c2=O)c2ccccc21
→ -0.4, 0.1, 21.6, 4.1, -3.7, -1.9, -7.4, 12.1, 1.8
- CC(C)NC(=O)NC(=O)COC(=O)C1CCCN1C(=O)c1cccs1 (stereo not drawn)
→ 0.2, 0.5, -12.4, 0.6, -12.0, -2.5, 0.7, 0.2, 6.2
- CC(=O)c1cccc(N(C(=O)c2ccccn2)C(C(=O)NC2CCCCC2)c2ccccc2)c1 (stereo not drawn)
→ -0.5, -0.6, -10.2, 6.5, 0.3, -7.2, 8.5, 5.2, 2.1

One compound at a time, from the list above. Order of values: D2 ag, TRHR ag, D2 antagonist, D2 PAM, TRHR enhancer, D1 potentiator, D1 antag, RXFP1 antag, D1 agonist
CC(C)NC(=O)NC(=O)COC(=O)C1CCCN1C(=O)c1cccs1 (stereo not drawn) as listed: 0.2, 0.5, -12.4, 0.6, -12.0, -2.5, 0.7, 0.2, 6.2
CC(=O)c1cccc(N(C(=O)c2ccccn2)C(C(=O)NC2CCCCC2)c2ccccc2)c1 (stereo not drawn) as listed: -0.5, -0.6, -10.2, 6.5, 0.3, -7.2, 8.5, 5.2, 2.1
CC(O)(CS(=O)(=O)Cc1ccccc1)c1ccccc1 (stereo not drawn) as listed: -0.5, -1.1, -2.5, -5.4, 5.1, 0.1, -2.3, 4.5, 5.7

Screening data (PubChem BioAssay)
